EBV LMP1 NFkB: EBV LMP1-driven NF-kappaB luciferase reporter inhibitors, primary screen, cell-based, luminescence, single point; AID 504558, 2011; inhibition, % at 12.5 µM; LMP1-induced NF-kappaB luciferase reporter cells; 350,000 compounds, 0.69% hits; in the data active = inhibition above about 41%;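 note: 0% = neutral control wells and 100% = reference inhibitor control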
TWEAK Fn14 block: inhibitors of TWEAK-Fn14 signaling, primary screen, luciferase reporter cells, uHTS; TWEAK-stimulated Fn14 reporter cells, luciferase luminescence, 8 h; inhibition, % at 10 µM; 360,000 compounds, 2% hits; AID 1159606, 2016; in the data active = inhibition above about 50%
SRC3 inh: SRC3 coactivator transcriptional activity inhibitors, primary screen, cell-based, luminescence; Nuclear receptor coactivator 3 (Homo sapiens), Q9Y6Q9; HEK293 GAL4-SRC3 luciferase reporter; inhibition, % at 3.6 µM; 360,000 compounds, 0.17% hits; AID 588352, 2011;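 active = inhibition above a per-campaign cutoff, the mean of all compounds plus 3 SD, cut at about 60% in these data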;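 note: 0% = DMSO-treated cells and 100% = gossypol-treated cells at 36 µM; higher means less SRC3-driven luciferase light from the GAL4 reporter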
C8 TRAIL sens: viability loss with TRAIL in NB7+C8 cells, primary screen, TRAIL sensitizer project, cell-based, ATPlite luminescence. AID 624354, 2012. 360,000 compounds, 1% hits. inhibition (viability loss, TRAIL sensitization), % at 10 µM;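 active = compounds causing at least 50% loss of cell viability in the single-dose screen, relative to plate controls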
KKLEB tox: cytotoxicity in KKLEB CF airway cells, primary screen, cytotoxicity control for CF NF-kB inhibitor project, cell-based, uHTS, fluorescence assay plates; activity change (cytotoxicity), % at 5 µM; 360,000 compounds, 0.36% hits; KKLEB CF airway cells viability, ATPlite luminescence, overnight; stronger effect = lower value; cells stimulated with P. aeruginosa culture filtrate;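 active = corrected activity change at or below -50% at 5 µM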
SRC2 inh: inhibition of GAL4-SRC2 driven luciferase reporter, primary screen, SRC2 inhibitor project, cell-based, luminescence; Nuclear receptor coactivator 2 (Homo sapiens), Q15596; HEK293 GAL4-SRC2 luciferase reporter; inhibition, % at 9 µM; 370,000 compounds, 0.17% hits;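 active = inhibition above the mean inhibition of all tested compounds plus 3 SD, set per campaign, cut at about 52% in these data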;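 note: 0% = DMSO treated cells and 100% = cells given Gossypol at 36 µM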
CF NFkB block: inhibitors of PAF-induced NF-kB signaling, primary screen, cell-based, GFP fluorescence, uHTS; inhibition, % at 5 µM; 360,000 compounds, 0.86% hits; AID 588850, 2011; KKLEB NF-kB-GFP reporter, GFP fluorescence overnight;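 active = at least 50% inhibition at 5 µM, scaled per plate between neutral and stimulator controls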;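 note: PAF is a Pseudomonas aeruginosa culture filtrate used as stimulus; plate controls were PAF-stimulated DMSO wells for no effect and unstimulated DMSO wells for full effect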
NR2F2 inh: NR2F2 transcriptional activity inhibitors, primary screen, cell-based, luciferase reporter, HEK293T, luminescence. COUP transcription factor 2 (Homo sapiens), P24468. HEK293T NGFI-A luciferase reporter. inhibition, % at 8.6 µM. 370,000 compounds, 0.7% hits;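 active = inhibition above a per-plate cutoff, mean inhibition of test wells between control levels plus 3 SD, cut at about 38% in these data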;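 note: cells cotransfected with COUP-TFII expression vector driving the NGFI-A reporter; 0% = median of COUP-TF2 test wells and 100% = reporter-only cells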
NR5A2 inv ag: LRH-1 (NR5A2) inverse agonists, primary screen, cell-based, luminescence, HEK293T, StAR-luciferase reporter. Nuclear receptor subfamily 5 group A member 2 (Homo sapiens), O00482. LRH-1 transfected, 24 h. inhibition, % at 3.6 µM. 360,000 compounds, 0.13% hits;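 active = inhibition above the mean inhibition of all tested compounds plus 3 SD, cut at about 73% in these data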;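 note: 0% = DMSO wells and 100% = reporter-only cells lacking LRH-1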
NCOA1 inh: SRC1 coactivator transcriptional activity inhibitors, primary screen, cell-based, luminescence; HEK293 GAL4-SRC1 luciferase reporter; AID 588354, 2011; inhibition, % at 3.6 µM; 360,000 compounds, 0.12% hits; Nuclear receptor coactivator 1 (Homo sapiens), Q15788;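 active = inhibition above the campaign mean plus 3 SD, with each screening campaign given its own cutoff, cut at about 60% in these data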;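 note: 0% = DMSO treated cells and 100% = gossypol at 36 µM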
Target sequence (Q15788 whole entry, looked up, the tested form may be a part): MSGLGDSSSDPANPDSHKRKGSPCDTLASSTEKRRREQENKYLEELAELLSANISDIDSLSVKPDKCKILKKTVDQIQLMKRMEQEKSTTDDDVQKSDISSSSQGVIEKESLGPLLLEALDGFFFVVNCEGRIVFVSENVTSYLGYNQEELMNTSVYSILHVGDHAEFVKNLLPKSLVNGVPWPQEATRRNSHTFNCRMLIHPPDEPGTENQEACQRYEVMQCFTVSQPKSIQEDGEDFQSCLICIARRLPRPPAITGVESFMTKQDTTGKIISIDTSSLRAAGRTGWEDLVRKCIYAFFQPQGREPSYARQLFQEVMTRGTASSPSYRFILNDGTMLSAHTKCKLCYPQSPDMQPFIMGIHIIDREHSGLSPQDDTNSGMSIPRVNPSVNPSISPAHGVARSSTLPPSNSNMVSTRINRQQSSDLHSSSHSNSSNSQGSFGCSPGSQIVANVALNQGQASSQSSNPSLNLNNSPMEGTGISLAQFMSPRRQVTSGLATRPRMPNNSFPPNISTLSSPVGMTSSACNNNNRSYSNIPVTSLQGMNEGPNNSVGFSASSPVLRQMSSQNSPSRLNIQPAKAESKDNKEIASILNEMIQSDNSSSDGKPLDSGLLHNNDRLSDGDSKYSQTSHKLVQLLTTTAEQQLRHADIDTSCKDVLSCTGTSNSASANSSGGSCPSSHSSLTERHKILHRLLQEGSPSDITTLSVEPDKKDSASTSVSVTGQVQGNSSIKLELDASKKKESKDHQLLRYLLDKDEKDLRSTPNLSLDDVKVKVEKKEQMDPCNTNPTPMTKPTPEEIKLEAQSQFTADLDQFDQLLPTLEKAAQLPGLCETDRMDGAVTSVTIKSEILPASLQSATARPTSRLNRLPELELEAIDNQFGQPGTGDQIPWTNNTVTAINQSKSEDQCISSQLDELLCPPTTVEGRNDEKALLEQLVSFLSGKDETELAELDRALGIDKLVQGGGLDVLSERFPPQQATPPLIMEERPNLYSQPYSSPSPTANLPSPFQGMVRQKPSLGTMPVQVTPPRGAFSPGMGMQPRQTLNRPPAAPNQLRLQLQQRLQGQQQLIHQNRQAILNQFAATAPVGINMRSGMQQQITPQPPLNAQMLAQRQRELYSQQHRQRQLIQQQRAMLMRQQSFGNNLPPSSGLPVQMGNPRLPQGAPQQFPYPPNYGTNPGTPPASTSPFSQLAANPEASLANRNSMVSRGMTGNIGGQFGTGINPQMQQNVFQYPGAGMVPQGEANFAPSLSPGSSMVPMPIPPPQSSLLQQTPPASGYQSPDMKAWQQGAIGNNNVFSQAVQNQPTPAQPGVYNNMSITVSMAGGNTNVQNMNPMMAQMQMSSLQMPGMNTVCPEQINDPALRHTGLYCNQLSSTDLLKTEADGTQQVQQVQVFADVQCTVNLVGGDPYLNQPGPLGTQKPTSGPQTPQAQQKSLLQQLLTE
TROY NFkB inh: inhibitors of TROY-driven NF-kB signaling, primary screen, Q293 LMP1-TROYcd cells, NF-kB luciferase, uHTS. Q293 LMP1-TROYcd NF-kB luciferase reporter, 4 h. inhibition, % at 10 µM. 360,000 compounds, 0.98% hits. AID 1347056, 2019;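 active = compounds whose plate-normalised and pattern-corrected inhibition of the luciferase reporter signal at the single screening dose is 50% or more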
Starred values were filed as active, the others as inactive.

SMILES	EBV LMP1 NFkB	TWEAK Fn14 block	SRC3 inh	C8 TRAIL sens	KKLEB tox	SRC2 inh	CF NFkB block	NR2F2 inh	NR5A2 inv ag	NCOA1 inh	TROY NFkB inh
O=C(O)CCCCCNc1ccc2nsnc2c1[N+](=O)[O-]	5	-8	-13	-11	7	-23	4	9	-11	-14	-3
O=C(NCc1ccccc1)c1ccc(NC(=O)c2ccccc2F)cc1	-4	-24	17	5	11	-63	-3	5	-16	19	-21
O=C(CSc1ccc(Br)cc1)N1CCN(C(=O)c2ccco2)CC1	10	12	16	-7	-2	-24	2	-9	-11	-18	-8
Nn1c(SCC(=O)Nc2c(Cl)cccc2Cl)nncc1=O	-4	5	-14	-3	-5	0	0	-6	7	-10	4
CC(C)Sc1nc2c(c(=O)n1-c1ccc(F)cc1)SCC2	4	-4	5	2	-15	-16	-1	0	17	1	-8
CSc1ccccc1NC(=O)COc1ccc2c(c1)OCO2	-16	-18	-17	13	-15	-56	15	-22	-45	-21	-58
O=C(Nc1ccc2c(c1)OCO2)c1ccccc1SCC(=O)N1CCCC1	12	-4	13	-5	2	-6	4	10	-8	-17	4
COc1ncnc(OC)c1S(=O)(=O)NCc1ccccc1	1	0	3	5	0	22	-6	-11	1	8	11
O=C(c1ccc(N2CCCS2(=O)=O)cc1)N1CCN(c2ccccc2)CC1	-2	10	-8	2	0	0	0	5	-7	-10	-17
CC(=O)NC(CC(=O)OCC(=O)c1c(N)n(CC(C)C)c(=O)n(C)c1=O)c1ccccc1 (stereo not drawn)	5	2	-8	14	6	29	5	-15	-32	6	11
COc1ccc(C2C(=O)c3ccccc3C2=O)cc1OC	-9	5	2	5	14	-6	-8	-19	4	-28	-4
Cc1ccc(Cn2c(=O)c3ccccc3n3nc(C)cc23)cc1	-3	1	29	25	-9	-1	7	16	-8	24	0
COCCSc1nnc(NC(=O)Cc2cccs2)s1	5	-11	-3	-12	8	5	-3	4	-16	-1	12
O=C(COC(=O)C1CC1)Nc1ncc(C(F)(F)F)cc1Cl	1	5	10	1	-12	-5	-2	-4	-8	-12	5
CC(C)Cn1c(=O)c(-[n+]2ccccc2)c([O-])c2ccccc21	-9	9	-8	-3	-8	0	-1	7	1	7	4
CCC(CC)C(=O)OCC(=O)NC12CC3CC(CC(C3)C1)C2	-4	-9	13	-11	-1	13	4	-2	-12	13	-8
CCN1C(=O)[C@@H]2[C@@H](c3ccc(SC4CCCCC4)cc3)N3CCCC[C@@]3(C(=O)OC)[C@@H]2C1=O	3	61*	4	2	-6	18	18	6	7	-1	63*
CC(=O)c1ccc(OC(=O)N(c2ccccc2)c2ccccc2)cc1	4	-25	8	11	16	1	12	8	-5	5	-6
NS(=O)(=O)c1ccc(CCNC(=O)CSCC(=O)Nc2ccc(Cl)cc2)cc1	-6	-13	9	5	-9	13	9	-2	8	0	13
O=[N+]([O-])C1=CC=C2C(=NC3(CCCCC3)N2O)C1=NC1CCCCC1	-1	-20	11	-17	-14	14	14	1	-22	6	-3
COc1ccccc1CNC(=O)c1cnccn1	3	-7	-13	5	-8	3	2	-20	14	-39	-2
O=C(CCN1C(=O)C2CCCCC2C1=O)Nc1nc(-c2ccccc2)cs1 (stereo not drawn)	-1	3	-7	13	7	-14	9	-1	-26	-17	-23
CCCCc1ccc(-c2nc(N)n[nH]2)cc1	-24	-9	-77	14	0	0	-12	-54	-62	-79	-80
O=C(NCCc1nnc2ccc(NCCCN3CCOCC3)nn12)c1ccccc1F	3	1	8	2	-1	16	-10	-11	-10	-5	5
CCc1ccc(/C(C)=N\Nc2ccc([N+](=O)[O-])cc2)cc1	-46	-14	-39	1	-9	-32	-13	8	-29	-23	-59
O=C(CSc1n[nH]c(=O)[nH]c1=O)c1ccc([N+](=O)[O-])cc1	-8	-6	2	-5	-7	14	12	4	19	2	2
O=C(/C=C/c1ccc(F)cc1)NC(=S)NNC(=O)[C@H]1C[C@@H]1c1ccccc1	-2	-4	-34	9	-2	-33	1	-32	-60	-62	0
CCN(CC)c1ccc(CNc2nc3ccccc3n2C(C)C)cc1	6	-1	10	4	-3	-18	9	7	9	7	3
CC(C)(C)NC(=O)C(c1ccncc1)N(C(=O)c1csnn1)c1ccccc1 (stereo not drawn)	-8	5	-10	18	5	14	1	3	2	-23	-17
Cc1cc(C)nc(-n2ncc3c2CCCC3=O)n1	-5	2	10	9	-18	8	-3	-6	14	0	11
COc1ccc(S(=O)(=O)Nc2ccccc2C(=O)N2CCCCC2)cc1C	0	-3	22	-37	17	-26	-14	26	-9	12	-3
CC(C)(C)c1ccc(C(CC(=O)O)NC(=O)C23CC4CC(CC(C4)C2)C3)cc1 (stereo not drawn)	-5	20	-5	-1	4	6	-4	25	6	11	7
O=C(NC1CCCc2c1cnn2-c1cc(F)cc(F)c1)c1ccc[n+]([O-])c1 (stereo not drawn)	-4	3	6	-28	8	-33	-7	16	-3	-20	-7
C/C(=N\NS(=O)(=O)c1ccccc1)c1cc(Cl)cc(Cl)c1O	-44	-33	19	-2	4	-11	-25	1	7	5	24
Cc1ccc(NS(=O)(=O)c2cccc(C(=O)NCC(c3ccco3)N3CCCC3)c2)cc1 (stereo not drawn)	3	13	28	-5	16	17	13	-17	-2	-21	-13
COc1ccc(CCNC(=O)C2CCN(C(=O)c3ccc(OC)c(OC)c3)CC2)cc1	-3	-9	-2	5	4	17	4	2	10	-4	9
Cc1c(Cc2ccccc2)c(=O)oc2cc(OCc3ccc(C(=O)O)cc3)ccc12	-6	-17	0	-1	-9	7	15	9	8	-36	-16
O=C(CCn1c(=S)[nH]c2ccccc2c1=O)NCCCN1CCOCC1	-6	17	-13	5	5	20	7	18	5	-10	12
CC(C)(C)N1C(=O)c2ccc(C(=O)Nc3cc(C(=O)O)cc(C(=O)O)c3)cc2C1=O	5	99*	-4	-6	10	14	-7	1	8	-4	16
CC(C)OCc1ccc(C(=O)N2CCN(CC(=O)N3CCCC3)CC2)cc1	0	10	9	-4	1	-30	7	13	-28	-17	5
COc1ccc(C(=O)Oc2ccc3c(c2)OCO3)cc1OC	-6	-16	-14	-8	-5	-30	4	9	-6	-16	-34
C[C@]12C=CC(=O)C=C1CC[C@H]1[C@@H]3C[C@@H](O)[C@](O)(C(=O)CO)[C@@]3(C)C[C@H](O)[C@@]12F	17	-7	-36	-1	-16	0	77*	7	-12	-1	-3
C1=C[C@@H]2CCN(Cc3ccccc3)Cc3cccc(c32)C1	2	3	3	-5	-5	4	-45	-11	-25	-8	-13
CCN(C(=O)CN1C(=O)COc2ccc(S(=O)(=O)N3CCOCC3)cc21)c1ccc(OC)cc1	-2	1	13	-9	-3	0	-24	4	11	6	-9
COc1ccc(N(C(=O)c2cccc(OC)c2OC)C2C=CS(=O)(=O)C2)cc1 (stereo not drawn)	6	-6	9	4	12	-1	6	4	3	-6	-18
CCOC(=O)c1ccc2[nH]c(C)c(CN3CCN(C)CC3)c(=O)c2c1	3	0	9	-8	-3	11	8	-6	10	-20	20
Cn1c(=O)c2c(-c3ccc(C(C)(C)C)cc3)n(CC3CCCO3)cc2n(C)c1=O (stereo not drawn)	-10	-10	-6	4	-10	-6	10	-9	-24	-16	-17
O=C(N/N=C/C(Br)=C/c1ccccc1)C1CC1	-13	-14	-34	4	-3	-29	-26	-31	-60	-57	-14
O=C(N1CCOCC1)C(F)(F)C(F)(F)C(F)(F)C(F)(F)C(=O)N1CCOCC1	8	2	14	-2	8	-17	-26	16	-8	-6	5
CC1CCCCN1C(=O)CSc1nc2ncccc2[nH]1 (stereo not drawn)	-1	14	0	5	-4	0	0	-9	0	-4	-9
Nc1ncn(C(=O)c2ccco2)n1	5	-1	-5	-28	-6	16	16	2	-6	-9	-20
Cc1cc(C)c(NC(=O)C2CCC(=O)N2)c(C)c1 (stereo not drawn)	3	6	4	-5	-4	-42	12	4	9	-15	-4
CCOC(=O)C1(CCCc2ccccc2)CCN(C(=O)CSC)CC1	-4	-29	1	17	-4	-1	10	13	-17	4	1
CC(c1ccccc1)n1c(CO)nc2ccccc21 (stereo not drawn)	14	45	5	5	-5	26	-13	-8	3	-3	-7
Cc1cccc(NC(=O)[C@@H](CC(C)C)NC(=O)[C@@H]2Cc3ccccc3CN2)c1	-11	6	4	14	-23	-34	-7	6	-7	6	-18
COc1ccc(OC)c(C(C(=O)NCc2ccco2)N(C(=O)Cn2nnc3ccccc32)C(C)C)c1 (stereo not drawn)	7	-12	16	-5	8	8	2	-14	5	-4	17
NS(=O)(=O)c1cccc(NC(=O)CCSc2ccc(Cl)cc2)c1	-29	-6	-2	3	10	7	-18	-1	-23	-6	-17
OC1(c2ccc(Cl)cc2)CCN(Cc2c[nH]c3ccccc23)CC1	-2	13	-16	4	10	-9	12	25	22	0	6
CCn1c(=O)c2sccc2n(CC(=O)NC2CCCCC2)c1=O	3	19	-5	7	3	-8	-1	12	7	-6	-5
CC(C)N(Cc1cnn(C)c1)C(=O)C1CCC(=O)N(CCc2cccc(F)c2)C1 (stereo not drawn)	3	-4	-1	0	-3	-16	12	-25	-9	-8	-30

2 entries from above, field by field.
canonical_smiles: COc1ccc(OC)c(C(C(=O)NCc2ccco2)N(C(=O)Cn2nnc3ccccc32)C(C)C)c1 (stereo not drawn)
  EBV LMP1 NFkB: 7
  TWEAK Fn14 block: -12
  SRC3 inh: 16
  C8 TRAIL sens: -5
  KKLEB tox: 8
  SRC2 inh: 8
  CF NFkB block: 2
  NR2F2 inh: -14
  NR5A2 inv ag: 5
  NCOA1 inh: -4
  TROY NFkB inh: 17

canonical_smiles: NS(=O)(=O)c1cccc(NC(=O)CCSc2ccc(Cl)cc2)c1
  EBV LMP1 NFkB: -29
  TWEAK Fn14 block: -6
  SRC3 inh: -2
  C8 TRAIL sens: 3
  KKLEB tox: 10
  SRC2 inh: 7
  CF NFkB block: -18
  NR2F2 inh: -1
  NR5A2 inv ag: -23
  NCOA1 inh: -6
  TROY NFkB inh: -17

Later entries:
SMILES	EBV LMP1 NFkB	TWEAK Fn14 block	SRC3 inh	C8 TRAIL sens	KKLEB tox	SRC2 inh	CF NFkB block	NR2F2 inh	NR5A2 inv ag	NCOA1 inh	TROY NFkB inh
O=C(O)c1cc(-c2ccc(Br)s2)nc2ccccc12	-4	-33	-14	2	12	-10	-10	-6	-7	-9	-72
COc1ccc(C(=O)NC2CC(C)(C)Cc3c2cnn3-c2ccccc2C)o1 (stereo not drawn)	8	-3	23	14	-3	-3	16	7	-17	-2	3
O=C(NC1CCCC1)C1CCN(S(=O)(=O)c2cccc3cccnc23)CC1	0	-2	-3	4	-11	10	5	1	1	-12	11
CC(C)(C)Nc1c2ccccc2nc2ccccc12	-9	-16	6	-29	3	-26	-63	16	6	-2	-4
